Assay outcomes (PubChem)
BLM helicase inh = inhibitors of human Bloom syndrome helicase BLM; P54132; recombinant BLM DNA unwinding, fluorescence dequenching; Potency, µM (highest dose often 56.1 µM), without a hit: at the highest dose activity change, negative = inhibition, usual class: inhibitors; 350,000 compounds, 0.2% hits;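 note: plate controls were vehicle for no effect and no enzyme for full effect; nearly all actives have a fitted effect of over 35% in size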
Pin1 inh = human Pin1 inhibition | Pin1 FP peptide displacement, HiFluor488, 10 min | 390,000 compounds, 0.009% hits | Q13526 | Potency, µM (doses to about 115 µM), inactives show at the highest dose activity, negative = inhibition, most hits filed as inhibitors; active = well fitted inhibition curve with a large enough effect in the polarisation, with a control signal flat, not every such curve was filed as active; inconclusive = small, poorly fitted or top-dose-only effect, or effect the other way, or a change in a side signal; inactive = no such curve, though single readings can be large or run the other way; the % refers to the polarisation; note: % is set by controls: 0 for no effect and ±100 for the full control effect
Pol iota inh = blocks human DNA polymerase iota activity | Q9UNA4 | AID 588590 | Potency, µM (doses to about 115 µM), for inactives: top-dose activity, negative = inhibition, most hits filed as inhibitors | 390,000 compounds, 1% hits | Pol iota fluorescent replication assay, 10 min
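Fluorescent replication assay read twice, at 0 min and 10 min after adding 50 nM (final) substrate. Enzyme (10 nM) and compounds were first incubated 15 min at room temperature; enzyme-free buffer wells were negative controls.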
BAZ2B block = BAZ2B (human) inhibition; AlphaScreen BAZ2B-H3K14Ac peptide displacement; Potency, µM (series often up to 114 µM), without a hit: top-dose activity change, negative = inhibition, hits mostly inhibitors; 360,000 compounds, 4.4% hits; note: % is set by controls: 0 for no effect and ±100 for the full control effect; nearly all actives have a fitted effect of over 60% in size
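BAZ2B (50 nM) with biotin-H3(5-23)K14Ac peptide (50 nM) in PBS pH 7.4, 0.01% Tween-20, preformed 30 min, then compound 30 min at room temperature; top concentration 110uM. AlphaScreen streptavidin donor/nickel chelate acceptor beads (10 ug/mL final), 20 min dark, signal read.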
JMJD2A Tudor = blocks the human JMJD2A Tudor domain. O75164. AlphaScreen JMJD2A-Tudor / H3K4me3 peptide binding. Potency, µM (top dose mostly 114 µM), for inactives: at the top dose activity change, negative = inhibition, actives largely listed as inhibitors. 390,000 compounds, 4.4% hits. AID 504339; note: % is set by controls: 0 for no effect and ±100 for the full control effect; nearly all actives have a fitted effect of over 50% in size
G9a block = inhibitors of human histone lysine methyltransferase G9a. Q96KQ7. G9a H3K9 monomethylation, AlphaScreen, 2 h. Potency, µM (doses to about 102 µM), for inactives: at the highest dose activity, negative = inhibition, hits mostly inhibitors. 350,000 compounds, 8.8% hits; note: % is set by controls: 0 for no effect and ±100 for the full control effect; nearly all actives have a fitted effect of over 75% in size
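G9a (20 nM) preincubated 15 min RT with compounds, then 500 nM biotinylated H3K9 peptide and 20 uM SAM added; 2 h RT reaction. Monomethyl-H3K9 product detected by AlphaScreen with anti-H3K9me1 antibody, streptavidin donor and anti-rabbit IgG acceptor beads.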
HP1b chromo inh = inhibitors of HP1-beta chromodomain binding to methylated histone tails | P83916 | AID 540317 | Potency, µM (top dose mostly 114 µM), for inactives: top-dose activity change, negative = inhibition, actives largely listed as inhibitors | AlphaScreen HP1-beta / biotin-H3K9me3 peptide binding | 390,000 compounds, 0.56% hits; note: nearly all actives have a fitted effect of over 70% in size; inactives centre near 23
Target sequence (P83916 whole entry, looked up): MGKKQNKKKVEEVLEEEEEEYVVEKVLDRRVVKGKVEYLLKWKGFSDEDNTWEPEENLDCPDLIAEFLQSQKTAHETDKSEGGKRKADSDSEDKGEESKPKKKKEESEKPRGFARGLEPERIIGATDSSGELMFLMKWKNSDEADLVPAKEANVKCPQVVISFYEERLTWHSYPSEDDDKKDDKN
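Compound inhibition of the preformed complex between 50 nM HP1-beta and 50 nM biotinylated H3K9me3 peptide was read by AlphaScreen. Buffer was PBS pH 7.4 with 0.01% Tween-20. Incubations ran 30 min at room temperature, with 10 ug/mL donor/acceptor beads.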
GLS inhibitor = inhibitors of human glutaminase (GLS). O94925. GLS enzymatic activity, qHTS titration. Potency, µM (titrated, usually from 45.5 µM), without a hit: at the top dose activity change, negative = inhibition, most hits filed as inhibitors. 410,000 compounds, 0.21% hits; note: % is set by controls: 0 for no effect and ±100 for the full control effect
Target sequence (O94925 whole entry, looked up): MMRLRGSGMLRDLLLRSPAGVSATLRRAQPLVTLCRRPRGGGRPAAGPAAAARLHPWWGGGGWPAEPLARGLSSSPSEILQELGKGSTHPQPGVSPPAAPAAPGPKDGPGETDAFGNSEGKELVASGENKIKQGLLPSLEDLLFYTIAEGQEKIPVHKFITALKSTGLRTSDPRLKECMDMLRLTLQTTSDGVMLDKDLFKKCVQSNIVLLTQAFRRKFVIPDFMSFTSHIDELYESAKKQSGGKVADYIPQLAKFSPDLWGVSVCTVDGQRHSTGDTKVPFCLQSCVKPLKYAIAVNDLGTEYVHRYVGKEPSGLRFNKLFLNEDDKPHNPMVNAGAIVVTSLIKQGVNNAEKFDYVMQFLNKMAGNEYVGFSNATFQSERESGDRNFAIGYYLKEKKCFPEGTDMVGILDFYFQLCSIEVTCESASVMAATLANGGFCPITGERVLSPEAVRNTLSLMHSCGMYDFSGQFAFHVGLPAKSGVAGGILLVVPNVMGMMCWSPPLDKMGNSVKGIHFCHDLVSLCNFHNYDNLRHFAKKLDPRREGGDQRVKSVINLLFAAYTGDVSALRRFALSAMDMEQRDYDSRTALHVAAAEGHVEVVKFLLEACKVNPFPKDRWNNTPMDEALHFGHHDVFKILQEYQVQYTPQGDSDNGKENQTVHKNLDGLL
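Enzyme dispensed in phosphate buffer (45 mM, pH 8.2, 0.02% Tween-20), compounds pinned in, then 1 mM L-glutamine solution and the glutamate oxidase–HRP–Amplex Red mix added; fluorescence read immediately and again after 30 min at room temperature.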
Tb PGK inh = blocks T. brucei phosphoglycerate kinase; AID 602233; P07378; PGK/GAPDH coupled, Kinase-Glo luminescence, 60 min; 380,000 compounds, 0.043% hits; Potency, µM (highest dose often 57.5 µM), for inactives: at the top dose activity change, negative = inhibition, most hits filed as inhibitors; note: % is set by controls: 0 for no effect and ±100 for the full control effect; nearly all actives have a fitted effect of over 60% in size
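Recombinant glycosomal PGK reaction used 1,3-bisphosphoglycerate generated in-well by GAPDH (100nM final) in 100mM TEA pH 7.6, 5mM MgCl2, 0.01% Tween-20. After 60 minutes at room temperature, ATP was read by Kinase-Glo Plus luminescence end-point.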
* hit, by the source's call; i = inactive; ? = inconclusive; . = no result given; [ ] = remark or other dose. Unless noted, calls come from the whole dose curve; as a rule, active = well fitted curve in the direction sought with a large enough effect; inconclusive = small, poorly fitted or top-dose-only effect, or another doubt; inactive = no such curve, though single readings can be large; an effect the other way counts as inactive or inconclusive. Potency is the fitted concentration of half-maximal effect.

G9a block | Pol iota inh | Tb PGK inh | JMJD2A Tudor | BLM helicase inh | BAZ2B block | GLS inhibitor | Pin1 inh | HP1b chromo inh | Molecule
. | 24.0% | -8.3% | 7.2% | -0.6% | 9.1% | -12.5% | -8.7% | 40.2%[activator] | COC(=O)Nc1ccc(S(=O)(=O)NCCCCCC(=O)O)cc1
7.08µM* | ? | -6.9% | 1µM* | -9.5% | 50.1µM* | 13.8% | ? | ? | CC(=O)Nc1ccc(S(=O)(=O)N2CCN(C(C)CCc3ccccc3)CC2)cc1 (stereo not given)
33.0%[0.501 µM] | ? | -5.5% | -12.4% | -7.9% | 19.9% | 8.3% | ? | 47.9%[activator] | CCOc1ccc2nc(SCC(=O)c3ccc(O)cc3O)sc2c1
9.5% | 16.9% | 15.9% | 2.4% | -0.5% | 4.9% | -7.9% | -10.0% | 23.5% | COc1ccc(CCN(C)C(=O)c2cnc(C)cn2)cc1OC
11.3%[59 µM] | 8.7% | 6.3% | -10.0% | 0.3% | -2.7% | 5.7% | -12.2% | 50.9%[activator] | CCN(CC)C(=O)c1sc2c(c1C)c(=O)n(-c1ccccc1)c(=O)n2CC(=O)Nc1ccc(C)cc1C
7.9% | -9.5% | -0.7% | 19.8% | -0.9% | -5.0% | -0.1% | -1.8% | 43.1%[activator] | O=C(N=C1SC2CS(=O)(=O)CC2N1CCc1ccc(F)cc1)C1CCCCC1 (stereo not given)
-1.2%[59 µM] | 11.2% | -10.4% | -13.1% | -1.2% | ? | 5.7% | 4.7% | -18.0% | C=CCn1c(C)cc(C(=O)COC(=O)[C@@H](NC(=O)c2ccccc2Cl)C(C)C)c1C
1.0%[59 µM] | -4.0% | i | 5.0% | 1.8% | 0.8% | -5.2% | 0.3% | 68.8%[activator] | CC(=O)c1ccc(Oc2ccc(C(C)=O)cc2)cc1
7.8%[59 µM] | 24.8% | -1.3% | -13.6% | -7.4% | -10.7% | 0.3% | -7.1% | 44.1%[activator] | CCCCOc1ccc(C(=O)NCC(c2ccc(Cl)cc2)N2CCOCC2)cc1 (stereo not given)
? | 98.5%[activator] | 4.1% | -11.5% | -1.2% | -27.9% | -13.0% | ? | -5.3% | N#C/C(=C\c1ccc(N2CCOCC2)o1)C(=O)N1CCOCC1
-27.0% | 17.1% | -7.1% | -2.8% | . | -4.1% | -1.7% | 71.8%[activator] | 29.3% | CCCN(C(=O)COC(=O)CCOc1ccc(C)cc1)c1c(N)n(Cc2ccccc2)c(=O)[nH]c1=O
? | 10.1% | -3.3% | -32.4% | -7.7% | -3.4% | 1.5% | -4.1% | -0.1% | CCOC(=O)c1sc(NC(=O)c2cc3n(n2)C(C(F)(F)F)CC(c2cccs2)N3)c(C(=O)OCC)c1C (stereo not given)
9.1%[59 µM] | 32.4%[activator] | 7.4% | -1.7% | -1.0% | 2.7% | 0.7% | ? | 48.1%[activator] | Cc1ccc(NC(=O)CC(C)S(=O)(=O)c2ccc3c(c2)NC(=O)CO3)cc1Cl (stereo not given)
-11.7%[12.7 µM] | -0.8% | -1.4% | ? | . | -9.3% | -0.6% | -0.1% | 1.0% | Cc1ccc(Sc2ccc(NC(=O)CCN3C(=O)NC4(CCCC4)C3=O)cc2)c(C)c1
. | -8.5% | 6.4% | -10.9% | 1.2% | -7.5% | 0.9% | -12.9% | 26.7% | CC(C)C[C@H](NC(=O)[C@H](Cc1ccccc1)n1c(=O)[nH]c2ccccc2c1=O)C(=O)N1CCC[C@H]1C(=O)O

6 entries drawn at random from those above, as already listed:
G9a block | Pol iota inh | Tb PGK inh | JMJD2A Tudor | BLM helicase inh | BAZ2B block | GLS inhibitor | Pin1 inh | HP1b chromo inh | Molecule
9.5% | 16.9% | 15.9% | 2.4% | -0.5% | 4.9% | -7.9% | -10.0% | 23.5% | COc1ccc(CCN(C)C(=O)c2cnc(C)cn2)cc1OC
11.3%[59 µM] | 8.7% | 6.3% | -10.0% | 0.3% | -2.7% | 5.7% | -12.2% | 50.9%[activator] | CCN(CC)C(=O)c1sc2c(c1C)c(=O)n(-c1ccccc1)c(=O)n2CC(=O)Nc1ccc(C)cc1C
7.08µM* | ? | -6.9% | 1µM* | -9.5% | 50.1µM* | 13.8% | ? | ? | CC(=O)Nc1ccc(S(=O)(=O)N2CCN(C(C)CCc3ccccc3)CC2)cc1 (stereo not given)
9.1%[59 µM] | 32.4%[activator] | 7.4% | -1.7% | -1.0% | 2.7% | 0.7% | ? | 48.1%[activator] | Cc1ccc(NC(=O)CC(C)S(=O)(=O)c2ccc3c(c2)NC(=O)CO3)cc1Cl (stereo not given)
1.0%[59 µM] | -4.0% | i | 5.0% | 1.8% | 0.8% | -5.2% | 0.3% | 68.8%[activator] | CC(=O)c1ccc(Oc2ccc(C(C)=O)cc2)cc1
? | 10.1% | -3.3% | -32.4% | -7.7% | -3.4% | 1.5% | -4.1% | -0.1% | CCOC(=O)c1sc(NC(=O)c2cc3n(n2)C(C(F)(F)F)CC(c2cccs2)N3)c(C(=O)OCC)c1C (stereo not given)

(listing goes on)
G9a block | Pol iota inh | Tb PGK inh | JMJD2A Tudor | BLM helicase inh | BAZ2B block | GLS inhibitor | Pin1 inh | HP1b chromo inh | Molecule
1.6% | 101.4%[activator] | -4.2% | 8.8% | 1.6% | 3.5% | -5.6% | -6.3% | 22.4% | Cc1ccsc1C(=O)N1CCN(S(=O)(=O)c2cccs2)CC1
-36.4%[59 µM] | -2.8% | -4.6% | -17.6%[57.1 µM] | -1.7% | -0.7% | 3.0% | ? | 25.0% | Cc1cc(C)cc(-n2nnc(C(=O)NCc3ccccc3)c2N)c1
? | 23.1% | 2.5% | -9.7% | . | -5.2% | -0.2% | 5.8% | 37.8% | CCCC(=O)Nc1ccc(C(=O)COC(=O)C2=COCCO2)cc1
1.4%[59 µM] | 18.9% | 10.5% | 4.7% | -3.7% | 0.3% | -3.2% | -1.6% | 29.9% | COc1ccc(Br)cc1CNC(=O)Cn1nc(C)n2c(cc3cc(F)ccc32)c1=O
3.3% | 34.6%[activator] | -8.3% | 6.2% | -1.2% | -8.5% | -17.3% | -8.4% | 34.4% | CCCNC(=O)COc1coc(CN2CCN(Cc3ccccc3)CC2)cc1=O
41.0% | 40.4%[activator] | -9.6% | -10.9% | -5.1% | -17.4% | 4.2% | -8.5% | 14.7% | O=C(c1cc(-c2ccccc2Cl)nc2ccccc12)N1CCOCC1
-0.4% | 104.1%[activator] | 1.6% | -8.3%[11.4 µM] | -1.7% | -5.8% | -0.2% | 21.0% | 39.9%[activator] | COc1ccccc1NS(=O)(=O)c1cc(NC(=S)NCC2CCCO2)ccc1C (stereo not given)
99.2%[activator] | 19.6% | 2.5% | 4.8% | -3.7% | 50.8%[activator] | -3.1% | -0.9% | 39.4%[activator] | CCSc1cc(N2CCOCC2)nc(-c2ccccc2)n1
6.8%[59 µM] | 7.0% | 4.4% | -1.4% | 4.4% | 4.5% | 26.4% | 0.6% | 28.4% | N/C(=N\OC(=O)Oc1ccccc1)c1cccc([N+](=O)[O-])c1

The list is partial; rates above refer to the full screens.
